# L3MBTL1 inh = inhibitors of human L3MBTL1. Potency, µM (titrated, usually from 57.1 µM), for the others: top-dose activity, negative = inhibition, usual class: inhibitors. Q9Y468. AlphaScreen L3MBTL1–H3K9me1 peptide binding. actives 0.66% (n = 230,000). AID 485360; further: nearly all actives have a fitted effect of over 60% in size
# Target sequence (Q9Y468 whole entry, looked up): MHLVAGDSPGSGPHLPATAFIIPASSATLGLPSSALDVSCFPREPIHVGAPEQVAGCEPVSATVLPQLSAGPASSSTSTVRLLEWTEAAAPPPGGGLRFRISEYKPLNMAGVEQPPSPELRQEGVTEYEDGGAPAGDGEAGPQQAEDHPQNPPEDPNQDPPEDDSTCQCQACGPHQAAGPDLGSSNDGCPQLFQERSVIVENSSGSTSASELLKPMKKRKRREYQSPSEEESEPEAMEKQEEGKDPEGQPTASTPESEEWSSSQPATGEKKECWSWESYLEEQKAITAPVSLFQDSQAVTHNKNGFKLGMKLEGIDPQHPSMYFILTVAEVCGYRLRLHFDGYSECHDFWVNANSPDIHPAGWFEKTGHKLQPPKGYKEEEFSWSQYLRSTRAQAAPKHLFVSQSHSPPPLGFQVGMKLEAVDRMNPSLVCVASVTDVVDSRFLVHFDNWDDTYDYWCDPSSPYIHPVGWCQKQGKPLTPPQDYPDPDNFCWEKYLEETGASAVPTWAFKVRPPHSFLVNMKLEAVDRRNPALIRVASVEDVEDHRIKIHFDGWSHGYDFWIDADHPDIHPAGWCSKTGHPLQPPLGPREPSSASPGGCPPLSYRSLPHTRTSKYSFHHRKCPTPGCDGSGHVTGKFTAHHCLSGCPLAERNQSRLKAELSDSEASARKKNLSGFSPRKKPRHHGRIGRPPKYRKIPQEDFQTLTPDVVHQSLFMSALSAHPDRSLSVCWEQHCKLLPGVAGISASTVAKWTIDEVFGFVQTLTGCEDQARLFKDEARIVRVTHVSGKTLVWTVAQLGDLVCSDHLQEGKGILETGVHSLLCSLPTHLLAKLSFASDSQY
#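 Read-out is AlphaScreen signal from streptavidin donor and nickel chelate acceptor beads (10 ug/mL final each) bridging L3MBTL1 (50 nM) and biotinylated K9-monomethylated H3(1-15) peptide (75 nM), after 30 min compound exposure at room temperature.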
# RGS12 GoLoco inh = blocks human Gai1 binding to RGS12 GoLoco peptide, red readout; P63096; Gai1:RGS12 GoLoco peptide FP, rhodamine, 10 min; Potency, µM (series often up to 61.6 µM), without a hit: at the highest dose activity, negative = inhibition, most hits filed as inhibitors; actives 0.44% (n = 230,000); active means well fitted inhibition curve with a large enough effect, not every such curve was filed as active; inactive means no such curve, though single readings can be large or run the other way; further: nearly all actives have a fitted effect of over 30% in size; many of its hits are not listed in these tables
# RECQ1 inh = inhibitors of human RECQ1 DNA helicase. P46063. RECQ1 DNA unwinding, red fluorescence kinetic read. Potency, µM (series often up to 57.3 µM), for the others: at the highest dose activity, negative = inhibition, actives largely listed as inhibitors. actives 0.54% (n = 240,000). AID 2549;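 further: plate controls were vehicle for no effect and no enzyme for full effect; nearly all actives have a fitted effect of over 30% in size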
#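 50 nM RECQ1T1 preincubated 15 min with compound in Tris pH 8.0 buffer with MgCl2, DTT, Tween-20 and 2.5 ug/ml poly(dI-dC); started with 200 nM TAMRA/BHQ-2 forked duplex and 2 mM ATP. Unwinding read as fluorescence (525/598 nm), two reads 2 h apart.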
# GAA inhib = inhibitors of human lysosomal alpha-glucosidase | purified human GAA, 4-MU-alpha-glucoside fluorescence | Potency, µM (doses to about 76.9 µM), for inactives: at the highest dose activity change, negative = inhibition, actives largely listed as inhibitors | actives 0.005% (n = 200,000) | AID 1466;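 further: plate controls were uninhibited enzyme wells for no effect and no-enzyme background for full effect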
#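 Fluorescence at Ex 365/Em 440 nm from 4-methylumbelliferone reported enzyme activity after 20 min at room temperature. Reactions used 4 nM enzyme and 400 uM substrate at pH 5.0; curves fitted with the Hill equation.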
# aGlu spleen mod = inhibits or activates alpha-glucosidase in human spleen homogenate | actives 0.006% (n = 240,000) | Potency, µM (doses to about 79.9 µM), for inactives: at the highest dose activity change, negative = inhibition, most hits filed as inhibitors | AID 2112 | human spleen homogenate, 4-MU-alpha-glucoside fluorescence;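 further: 0% = enzyme with vehicle and -100% = no enzyme basal signal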
#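 AC50 values come from Hill-equation fits of concentration-response data, normalized to no-enzyme and full-activity controls. Enzyme source: 1 ug human spleen homogenate; 1 mM fluorogenic 4-MU glucoside, pH 5.0 citrate buffer, 37 C, 40 min.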
# TRb-SRC2 inh = TRbeta-SRC2 interaction inhibition. Potency, µM (titrated, usually from 106 µM), inactives show top-dose activity change, negative = inhibition, usual class: inhibitors. TRbeta-SRC2 peptide binding, fluorescence polarization; receptor liganded with 1 µM T3. actives 0.065% (n = 280,000). P10828. AID 1469;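 further: plate controls were bound peptide for no effect and peptide without receptor for full effect; nearly all actives have a fitted effect of over 50% in size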
#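 Assay buffer: 20 mM Tris-HCl, 100 mM NaCl, 10% glycerol, 1 mM EDTA, 0.01% NP-40, 1 mM DTT, 1 uM T3, 5% DMSO; TRb LBD 0.6 uM, Texas Red SRC2 20 nM; FP after 5 hr.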
# GAA glycogen mod = GAA glycogen-cleavage inhibition or activation; P10253; recombinant GAA, glycogen substrate, Amplex Red glucose oxidase fluorescence; Potency, µM (series often up to 76.4 µM), for the others: at the top dose activity change, negative = inhibition, hits mostly inhibitors; actives 0.38% (n = 300,000); AID 2100;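 further: 0% = full enzyme reaction and -100% = no-enzyme basal signal; the screen sought inhibitors and activators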
#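 Recombinant enzyme (4 nM final) with compounds titrated up to 77 uM and bovine liver glycogen (30 ug) in citrate pH 5.0, 0.01% Tween-20, 37 C 40 min. Released glucose detected by Amplex Red/glucose oxidase (Ex 573/Em 610); AC50 from Hill fits.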
# TR SRC2 fluor cs = counter-screen for TRb-SRC2 inhibitors: fluorescence interference; Potency, µM (doses to about 106 µM), without a hit: at the highest dose fluorescence change, negative = quenching; AID 1479; actives 0.29% (n = 280,000); TRb/SRC2 Texas Red total fluorescence interference; active means well fitted curve in either direction with a large enough effect; inconclusive means small, poorly fitted or top-dose-only effect
#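 Human TRb ligand-binding domain at 0.6 uM with 20 nM Texas Red SRC2 peptide in Tris buffer containing 1 uM T3 and 5% DMSO, incubated with compound 5 h at ambient temperature. Total fluorescence (555/632 nm) calculated as parallel + 2 × perpendicular.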
# * hit, by the source's call; i = inactive; ? = inconclusive; . = no result given; [ ] = dose if it differs, or a comment. Unless noted, the call rests on the fitted dose curve; in most records, active means well fitted curve in the direction sought with a large enough effect; inconclusive means small, poorly fitted or top-dose-only effect, or another doubt; inactive means no such curve, though single readings can be large; an effect the other way counts as inactive or inconclusive. Unless noted, on the % scale 0 is the no-effect control and ±100 the full control effect; potency means the concentration at half of the fitted maximal effect. These rows are one share of the data; the hit share may differ from the screen's.
SMILES,L3MBTL1 inh,RGS12 GoLoco inh,RECQ1 inh,GAA inhib,aGlu spleen mod,TRb-SRC2 inh,GAA glycogen mod,TR SRC2 fluor cs
NC(=O)CSc1nc2ccccc2nc1SCC(N)=O,.,-1.6%,2.4%,-1.2%,-2.2%,-1.2%,7.5%,-1.7%
CC(=O)c1ccc(NC(=O)CCCN2C(=O)/C(=C/C(C)=C/c3ccccc3)SC2=S)cc1,-3.9%,48.2%[activator],-11.4%,?,1.9%,1.3%,-7.3%,-4.9%
CCN1CCc2nc(NC(=O)c3ccc4c(c3)OCCO4)sc2C1,2.3%,19.9%,19.2%,-3.3%,-2.7%,-1.2%,23.4%,0.2%
COC(=O)C[C@](O)(CCCC(C)(C)O)C(=O)O[C@@H]1C(OC)=C[C@]23CCCN2CCc2cc4c(cc2[C@H]13)OCO4,.,-4.6%,-5.5%,.,0.9%,-0.2%,.,0.7%
CC1CC(c2ccccc2)n2nc(NC(=O)CCc3ccccc3)nc2N1 (stereo unspecified),-2.9%,6.4%,-2.0%,?,2.2%,-1.3%,6.4%,-4.6%
Cc1oc(S(=O)(=O)N2CCOCC2)cc1C(=O)Nc1ccc(F)cc1,-2.5%,6.4%,-1.1%,.,-0.4%,-2.8%,1.6%,-1.5%
CC(C)(C)c1ccc(C(=O)N2CCCN(c3ccc([N+](=O)[O-])cn3)CC2)cc1,-28.2%,6.5%,-3.3%,.,-5.1%,4.6%,3.2%,-3.3%
CCN1CCCC1CNC(=O)CCNC(=O)c1cc(OC)c(OC)c(OC)c1 (stereo unspecified),-2.3%,-5.2%,-8.5%,1.0%,0.4%,0.6%,12.9%,-5.5%
CC(C)CC(=O)NC(=S)Nc1nc(-c2cccc3ccccc23)cs1,0.8%,6.8%,-19.1%,-0.7%,-3.4%,-5.5%,-9.3%,-1.7%
COc1cc(/C=N/n2cnnc2)ccc1OCC(=O)N1CCOCC1,2.2%,1.1%,8.7%,0.3%,1.7%,-3.5%,0.5%,-1.4%
CCSc1c(-c2ccccc2)nc2c(C)cccc2c1C(=O)O,.,2.1%,9.8%,-6.4%,3.8%,-6.5%,?,-2.6%
CCOc1ccc(-n2c(SCC(N)=O)nc3sc4c(c3c2=O)CCN(C)C4)cc1,2.0%,17.6%,i,-3.0%,-0.5%,4.8%,?,5.4%
Cn1cccc1Cc1nnc(SCC(=O)NC2CCCC2)n1-c1ccc(F)cc1,.,7.5%,-1.1%,-1.7%,-6.0%,-1.8%,-8.6%,2.3%
COc1ccc(C2C3=C(CCCC3=O)Nc3nc(C(F)(F)F)nn32)c(OC)c1OC (stereo unspecified),-21.4%[11.4 µM],-16.7%,-8.5%,?,-8.8%,-19.4%,-10.0%,5.0%
O=C(NC1CCCCC1)N1CCCCCC1,4.9%,-0.4%,-7.0%,-2.2%,5.6%,-13.9%,-0.2%,-1.8%
CCCOc1ccc(N2C(=O)CC(N3CCN(CCN=CC4C(=O)CC(C)(C)CC4=O)CC3)C2=O)cc1 (stereo unspecified),.,3.3%,-14.2%,4.4%,0.3%,-0.8%,5.2%,-4.4%
CCNc1ccc(C(=O)OCC(=O)N2c3ccccc3NC(=O)C2(C)C)cc1[N+](=O)[O-],-1.2%,12.7%,-1.3%,-2.9%,-1.1%,-0.5%,1.8%,-2.7%
CS(=O)(=O)N(CC(=O)N/N=C/c1cccs1)c1cccc(Cl)c1Cl,-4.4%,-0.7%,i,1.8%,3.3%,-0.4%,-1.9%,-0.9%
COc1cc(Cl)c(C)cc1NC(=O)[C@@H]1CCCN1C(=O)c1cccs1,8.9%,11.8%,-1.6%,-1.4%,10.3%,-14.3%,-8.2%,-1.0%
Cc1ccnc(N/C=C(/NC(=O)c2ccccc2)C(=O)N/N=C\c2ccc(Cl)cc2)n1,.,2.9%,-19.5%,.,-9.3%,-1.0%,-1.6%,-3.3%
CC1(C)CC2CC(C)(CN2C(=S)NC(=O)c2ccccc2Cl)C1 (stereo unspecified),-11.0%,.,-6.4%,3.8%,1.9%,1.5%,6.9%,5.1%
COc1cc(CN2CCN(Cc3ccc(C)cc3)CC2)c([N+](=O)[O-])cc1OC,-14.1%,-3.6%,-4.2%,-2.2%,5.9%,2.9%,-0.3%,-2.7%
CCOc1ccc(-c2nnc(SCC(=O)N3CCOCC3)o2)cc1,9.7%,-2.9%,-7.6%,0.7%,4.2%,-1.9%,1.3%,-3.7%
COc1ccc(OC)c(/C=C/C(=O)OCC(=O)Nc2ccc(Cl)c(S(=O)(=O)N(C)C)c2)c1,20.0%,12.7%,-5.3%,?,0.4%,-5.0%,-3.9%,1.9%
CCCCCCCCCC[Si](C)(C)CCC(=O)NC(Cc1ccc(C)cc1)c1ccccc1 (stereo unspecified),.,7.3%,-2.9%,.,-3.8%,-1.2%,.,-1.7%
CSc1cccc(NC(=O)N2CCN(C)CC2)c1,.,2.2%,i,.,6.4%,1.0%,3.7%,0.4%
CCN(CC)C(=O)C(=O)c1cn(CC(=O)NCC2CCCO2)c2ccccc12 (stereo unspecified),-1.1%,-2.2%,-5.3%,-3.5%,-11.1%,5.0%,-7.5%,-6.0%
COc1ccc(-c2cc(C(F)(F)F)nc(NCc3ccco3)n2)cc1OC,1.3%,11.6%,-3.1%,?,-5.7%,3.7%,-12.4%,-1.7%
Nc1nc(COc2ccc(Cl)cc2)cs1,-3.9%,4.2%,i,-5.9%,3.1%,2.0%,5.4%,0.1%
O=C(CSc1c[nH]c2ccccc12)N1CCOCC1,0.8%,3.5%,-11.9%,-5.8%,2.5%,-3.8%,5.0%,-1.2%

# Single records, as listed above. Values in the order: L3MBTL1 inh	RGS12 GoLoco inh	RECQ1 inh	GAA inhib	aGlu spleen mod	TRb-SRC2 inh	GAA glycogen mod	TR SRC2 fluor cs
# Listed for CCCOc1ccc(N2C(=O)CC(N3CCN(CCN=CC4C(=O)CC(C)(C)CC4=O)CC3)C2=O)cc1 (stereo unspecified) : .	3.3%	-14.2%	4.4%	0.3%	-0.8%	5.2%	-4.4%
# Listed for Cc1ccnc(N/C=C(/NC(=O)c2ccccc2)C(=O)N/N=C\c2ccc(Cl)cc2)n1 : .	2.9%	-19.5%	.	-9.3%	-1.0%	-1.6%	-3.3%

# Later entries:
SMILES,L3MBTL1 inh,RGS12 GoLoco inh,RECQ1 inh,GAA inhib,aGlu spleen mod,TRb-SRC2 inh,GAA glycogen mod,TR SRC2 fluor cs
Cc1ccc2nc(N/C(N)=N/S(=O)(=O)c3ccc([N+](=O)[O-])cc3)nc(C)c2c1,-9.2%,4.4%,-6.7%,-2.6%,-0.9%,-8.4%,5.8%,-3.7%
O=C(NCC1CC1)NC(=O)c1c(F)cccc1Cl,7.3%,-1.3%,4.7%,-3.3%,4.0%,-3.0%,12.1%,0.4%
CCOCCCNC(=O)c1c(N)n(-c2ccc(S(N)(=O)=O)cc2)c2nc3ccccc3nc12,.,10.8%,-17.2%,?,0.1%,-13.5%,6.5%,2.8%
O=C(Oc1ccc2ccc(OC(=O)N3CCCCCC3)cc2c1)N1CCCCCC1,-1.6%,1.0%,1.1%,-10.2%,-4.0%,1.3%,5.7%,0.7%
FC(F)(F)c1cc(-c2ccco2)nc(NCCc2ccccc2)n1,28.0%,4.9%,-14.5%,-6.8%,-5.2%,-2.5%,-20.6%,1.7%
CN(Cc1nc(CCc2ccccc2)no1)Cc1cccs1,8.8%,0.1%,-9.3%,.,-4.8%,-7.7%,-10.0%,-1.5%
Cc1cccc(NC(=S)N(CCN2CCOCC2)Cc2cc3cc4c(cc3[nH]c2=O)OCO4)c1,-2.8%,6.5%,-5.8%,7.1%,2.1%,-0.6%,12.4%,-1.8%
COc1ccc(C(=O)Cc2ccc(F)cc2)c(OC)c1,19.9%,-9.9%,-7.3%,-6.1%,1.5%,6.8%[53 µM],-7.0%,-1.6%[53 µM]
C/C(=N\NC(=S)NCCc1ccccc1)c1cccs1,?,2.6%,-0.9%,-2.0%,-5.8%,3.5%[53 µM],?,-1.3%[53 µM]
C=C(C)C(=O)Nc1cccc(C2=NOC3(C2)C[C@H](C(N)=O)N(C(=O)CC#N)C3)c1 (stereo partly specified),.,1.5%,i,.,-1.9%,2.8%,10.7%,-3.0%
CC1(OC(=O)CCc2ccccc2)C(=O)C=C2C=C(c3ccc(C#N)cc3)N(CC3CC3)C=C2C1=O (stereo unspecified),.,6.2%[14.2 µM],10.8%[11.5 µM],.,7.6%[17.4 µM],0.0%[11.2 µM],-0.4%,-2.0%[11.2 µM]
CCCOC(=O)c1c(NC(=O)C2C3C=CC(C3)C2C(=O)O)sc2c1CCC(C)C2 (stereo unspecified),-1.1%,-8.7%,-4.0%,-6.8%,2.7%,-0.7%,3.4%,-1.3%
COc1ccccc1NC(=O)CSc1nnc(COc2ccc(Cl)cc2)n1Cc1ccco1,-13.7%,7.9%,?,-0.9%,-3.3%,-0.3%,-16.6%,-3.1%
CCCOc1ccc(N2C(=O)CC(NCc3cccnc3)C2=O)cc1 (stereo unspecified),13.8%,7.3%,-8.0%,-7.4%,11.6%,-2.3%,-7.6%,-2.2%
Clc1ccc(-c2c[n+](Cc3ccc(Cl)c(Cl)c3)c3n2CCC3)cc1,5.8%,-6.6%,-3.7%,0.7%,3.0%,5.6%,0.8%,6.5%
COc1ccc(-c2cc(-c3cccs3)nc(OC)c2C#N)cc1OC,47.0%[activator],-1.4%,1.3%,?,-4.3%,-9.0%,-11.9%,-2.0%
COc1ccc(-n2nnc3c(SCC(=O)Nc4ccc5c(c4)OCCO5)ncnc32)cc1,-4.9%,20.3%,-1.6%,-1.7%,7.8%,7.1%,-1.3%,-3.0%
Cc1nn(CC(=O)Nc2ccc(C(=O)N3CCCCC3)cc2)c(=O)c2ccccc12,-3.1%,12.2%,i,-1.3%,-3.0%,-6.2%,-1.4%,0.6%

# Bioassay records (PubChem BioAssay)
